TRPC6 act: mouse TRPC6 channel activators, primary screen, cell-based, HEK293, membrane potential dye; Short transient receptor potential channel 6 (Mus musculus), Q61143; HEK293-TRPC6 membrane potential dye fluorescence; stronger effect = higher value; B-score at 10 µM; hit rate 0.13% among 310,000;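 active = B-score of the integrated fluorescence ratio above library mean plus 3 SD, and starting fluorescence ratio within library mean plus 5 SD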;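 also: higher score means more depolarization so channel activation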
TRPC4 PAM: positive allosteric modulators of TRPC4, primary screen, cell-based, mouse TRPC4beta, HEK293 mu-opioid, Fluo-4 calcium; B-score at 10 µM; Short transient receptor potential channel 4 (Mus musculus), Q9QUQ5; DAMGO EC20, Fluo-4 Ca2+ flux; stronger effect = higher value; hit rate 0.42% among 310,000; AID 2227, 2009;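 active = B-score of calcium response area above 5 SD of library B-scores, with initial fluorescence ratio within 5 SD of library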;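 also: B-score of integrated fluorescence ratio over time as area under calcium response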
MrgX1 ag: agonists of human MrgX1 receptor, primary screen, HEK293 cells, Fluo-4 calcium flux; Mas-related G-protein coupled receptor member X1 (Homo sapiens), Q96LB2; Fluo-4 calcium fluorescence, agonist mode; stronger effect = higher value; B-score at 10 µM; hit rate 0.44% among 310,000;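 active = calcium response B-score plate-corrected fluorescence ratio at least 3 library SD, with starting fluorescence B-score inside 5 SD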
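Test system: HEK293 cells stably expressing human MrgX1 receptor; amount: 15,000 cells per well; doses: compound delivered in addition one of three; times: overnight plating before 1 h dye loading; detection: Fluo-4 NW calcium-flux fluorescence, kinetic read; read-out basis: B-scored fluorescence response ratio; controls: positive and negative controls per plate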
ANO1 activ: TMEM16A chloride channel activators or potentiators, primary screen, cell-based, HTS; Anoctamin-1 (Mus musculus), Q8BHY3; HEK293 TMEM16A/YFP-H148Q/I152L, iodide quench fluorescence; stronger effect = lower value; B-score at 10 µM; hit rate 0.3% among 340,000; AID 623877, 2012;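 active = fluorescence-ratio B-score plate-corrected deviation score at least 3 library SD below zero, with starting fluorescence score within 5 deviations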;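 also: channel opened by trigger with iodide after compound preincubation; score built on the fluorescence ratio of max minus min over baseline; more negative score means more quench and so TMEM16A activation or potentiation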
Target sequence (Q8BHY3 whole entry, looked up): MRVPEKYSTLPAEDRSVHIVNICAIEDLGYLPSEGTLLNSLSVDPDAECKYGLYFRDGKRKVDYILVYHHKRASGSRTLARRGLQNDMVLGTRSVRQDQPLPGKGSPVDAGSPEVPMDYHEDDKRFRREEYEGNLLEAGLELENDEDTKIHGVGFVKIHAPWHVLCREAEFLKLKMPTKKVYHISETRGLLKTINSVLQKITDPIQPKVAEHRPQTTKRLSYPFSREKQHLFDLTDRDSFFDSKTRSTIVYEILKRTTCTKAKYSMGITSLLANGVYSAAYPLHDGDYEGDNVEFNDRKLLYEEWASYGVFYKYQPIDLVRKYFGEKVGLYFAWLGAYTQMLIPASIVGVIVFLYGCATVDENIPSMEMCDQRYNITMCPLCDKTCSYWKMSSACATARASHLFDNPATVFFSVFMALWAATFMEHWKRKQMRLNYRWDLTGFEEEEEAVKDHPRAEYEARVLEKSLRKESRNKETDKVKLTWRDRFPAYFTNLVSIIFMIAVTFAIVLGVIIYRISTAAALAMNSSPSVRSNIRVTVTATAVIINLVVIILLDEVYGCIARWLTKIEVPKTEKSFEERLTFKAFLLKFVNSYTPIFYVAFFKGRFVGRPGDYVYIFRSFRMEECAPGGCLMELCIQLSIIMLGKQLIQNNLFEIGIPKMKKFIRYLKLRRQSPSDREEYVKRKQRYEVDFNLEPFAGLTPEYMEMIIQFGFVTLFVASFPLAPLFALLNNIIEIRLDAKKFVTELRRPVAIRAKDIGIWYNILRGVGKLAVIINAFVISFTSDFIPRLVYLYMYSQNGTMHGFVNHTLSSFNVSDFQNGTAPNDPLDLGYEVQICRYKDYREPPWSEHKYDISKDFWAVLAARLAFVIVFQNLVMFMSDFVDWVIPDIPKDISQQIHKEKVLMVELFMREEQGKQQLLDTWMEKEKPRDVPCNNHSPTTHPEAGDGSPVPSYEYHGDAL
MrgX1 antag: antagonists of human MrgX1 receptor, primary screen, HEK293 cells, Fluo-4 calcium flux; Mas-related G-protein coupled receptor member X1 (Homo sapiens), Q96LB2; BAM8-22 antagonism; stronger effect = lower value; B-score at 10 µM; hit rate 1.3% among 310,000; AID 588676, 2011;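 active = calcium-response B-score plate-corrected more than 3 library SD below zero, starting fluorescence within 5 deviations, no agonist response on first addition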;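 also: peak minus trough fluorescence over baseline after final BAM8-22 challenge near maximal dose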
TRPC4 inh: inhibitors of mouse TRPC4 channel, primary screen, Fluo4 calcium, HEK293 TRPC4beta/mu-opioid cells. DAMGO-evoked Fluo4 calcium flux; stronger effect = lower value. B-score at 10 µM. hit rate 0.39% among 300,000;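 active = B-score over 3 SD under the library average, no early fluorescence shift, positive overall ratio signal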
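Assay system: HEK293 cells with stable TRPC4beta plus mu-opioid receptor expression; Probe or stimulus: DAMGO in two steps, submaximal then maximal; Dosing: single-point compound dosing; Measured by: Fluo4 calcium-dye fluorescence, kinetic read; Read-out basis: B score from integrated Fluo4 fluorescence ratio.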
RGS4 block: RGS4 inhibitors, primary screen, cell-based, HEK293 M3R inducible RGS4, calcium flux | hit rate 0.45% among 310,000 | B-score at 10 µM | Fluo-4 calcium flux; stronger effect = higher value; triggered by carbachol at its EC20 | Regulator of G-protein signaling 4 (Homo sapiens), P49798;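 active = B-score, a plate-corrected calcium signal, over three deviations above library mean, with baseline fluorescence within five deviations of library mean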;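 also: RGS4 expression induced by doxycycline in cells with stable M3 receptor; B-score is computed from the integrated fluorescence ratio over baseline after carbachol; higher B-score means a larger calcium signal and so more RGS4 inhibition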
MrgX1 PAM: positive allosteric modulators of MrgX1, primary screen, HEK293 cells, Fluo-4 calcium flux; FDSS; stronger effect = higher value; B-score at 10 µM; hit rate 0.63% among 310,000; AID 588675, 2011;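 active = plate-corrected calcium response at least 3 library SD above typical, normal starting fluorescence, not activating the receptor alone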;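 also: compound read alongside a low EC10 to EC30 dose of BAM8-22 agonist; peak minus trough fluorescence over baseline measured at the second addition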
TMEM16A inh: TMEM16A chloride channel inhibitors, primary screen, cell-based, HTS | HEK293 TMEM16A/YFP iodide influx fluorescence, ionomycin | normalized B-score (activity score, 25-100; higher = stronger inhibition) at 10 µM | hit rate 1.2% among 310,000 | AID 588511, 2011;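 active = ratio plate-corrected score three or more library SD toward inhibition, starting fluorescence score within five deviations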;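 also: score derived from kinetic fluorescence span divided by baseline fluorescence per well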
TRPC4 agonist: activators of mouse TRPC4 channel, primary screen, Fluo4 calcium, HEK293 TRPC4beta/mu-opioid cells; hit rate 0.49% among 310,000; AID 2237, 2010; Fluo4 calcium fluorescence; stronger effect = higher value; B-score at 10 µM; Short transient receptor potential channel 4 (Mus musculus), Q9QUQ5;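 active = B-score above 5 SD of library B-scores, and initial fluorescence ratio not above library mean plus 5 SD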;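 also: positive B-score marks a calcium rise read as TRPC4 activation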
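Assay system – TRPC4beta and mu-opioid receptor HEK293 stable cells · Measured by – Fluo4 fluorescence, kinetic · Schedule – dye loading 45 min room temperature, 110 s kinetic read · Read-out – B-scored integrated calcium fluorescence ratio · Controls – buffer and maximal DAMGO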
TRPC6 inh: mouse TRPC6 channel inhibitors, primary screen, cell-based, HEK293, membrane potential dye | hit rate 1.1% among 310,000 | Short transient receptor potential channel 6 (Mus musculus), Q61143 | AID 2553, 2010 | ACh-evoked depolarization; stronger effect = lower value | B-score at 10 µM;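 active = B-score under library mean minus 3 SD, initial fluorescence not abnormally high, positive integrated signal ratio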;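 also: B-score derived from integrated fluorescence ratio over the kinetic read; more negative B-score means stronger inhibition of depolarization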
* marks the source's active call; other numbers are inactive results. Outcome played no part in choosing rows; about 5.8% have a hit in one of these screens.

Screening COc1ccc(-c2[nH]ncc2CN(C)C(C)c2ccon2)c(OC)c1 (configuration not stated) returned TRPC6 act inactive, TRPC4 PAM inactive, MrgX1 ag inactive, ANO1 activ inactive, MrgX1 antag inactive, TRPC4 inh inactive, RGS4 block inactive, MrgX1 PAM inactive, TMEM16A inh inactive, TRPC4 agonist inactive and TRPC6 inh inactive.
`COc1ccc(OC)c(NC(=O)c2cc3n(n2)C(C(F)(F)F)CC(c2ccc4c(c2)OCO4)N3)c1` (configuration not stated) gave TRPC6 act inactive, TRPC4 PAM inactive, MrgX1 ag inactive, ANO1 activ inactive, MrgX1 antag inactive, RGS4 block inactive, MrgX1 PAM inactive, TMEM16A inh inactive, TRPC4 agonist inactive and TRPC6 inh inactive.
Screening Cc1cccc(N2CCN(C(=O)Cc3ccccc3[N+](=O)[O-])CC2)c1C returned TRPC6 act inactive, TRPC4 PAM inactive, MrgX1 ag inactive, ANO1 activ inactive, MrgX1 antag inactive, TRPC4 inh inactive, RGS4 block inactive, MrgX1 PAM inactive, TMEM16A inh inactive, TRPC4 agonist inactive and TRPC6 inh inactive.
For O=C(Nc1ccc(S(=O)(=O)N2CCc3ccccc32)cc1)C(F)(F)F the results were TRPC6 act inactive, TRPC4 PAM inactive, MrgX1 ag inactive, ANO1 activ inactive, MrgX1 antag inactive, TRPC4 inh inactive, RGS4 block inactive, MrgX1 PAM inactive, TMEM16A inh inactive, TRPC4 agonist inactive and TRPC6 inh inactive.
Screening O=c1nc(N/N=C/c2c[nH]c3ccccc23)cn[nH]1 returned TRPC6 act inactive, TRPC4 PAM inactive, MrgX1 ag inactive, ANO1 activ inactive, MrgX1 antag inactive, TRPC4 inh inactive, RGS4 block inactive, MrgX1 PAM inactive, TMEM16A inh inactive, TRPC4 agonist inactive and TRPC6 inh inactive.
`CCOc1ccccc1OCc1nn2c(-c3ccc(C)cc3)nnc2s1` gave TRPC6 act inactive, TRPC4 PAM inactive, MrgX1 ag inactive, ANO1 activ inactive, MrgX1 antag inactive, TRPC4 inh inactive, RGS4 block inactive, MrgX1 PAM inactive, TMEM16A inh inactive, TRPC4 agonist inactive and TRPC6 inh inactive.
`COc1ccc(S(=O)(=O)Nc2cc(C)c(O)cc2C(C)C)cc1` gave TRPC6 act inactive, TRPC4 PAM inactive, MrgX1 ag inactive, ANO1 activ inactive, MrgX1 antag inactive, TRPC4 inh inactive, RGS4 block inactive, MrgX1 PAM inactive, TMEM16A inh inactive, TRPC4 agonist inactive and TRPC6 inh inactive.
Screening Cc1cc2sc(C(=O)O)c(C)c2s1 returned TRPC6 act inactive, TRPC4 PAM inactive, MrgX1 ag inactive, ANO1 activ inactive, MrgX1 antag inactive, TRPC4 inh inactive, RGS4 block inactive, MrgX1 PAM inactive, TMEM16A inh inactive, TRPC4 agonist inactive and TRPC6 inh inactive.
For O=C(O)C1C2C=CC(C2)C1C(=O)NC1CCS(=O)(=O)C1 (configuration not stated) the results were TRPC6 act inactive, TRPC4 PAM inactive, MrgX1 ag inactive, ANO1 activ inactive, MrgX1 antag inactive, TRPC4 inh inactive, RGS4 block inactive, MrgX1 PAM inactive, TMEM16A inh inactive, TRPC4 agonist inactive and TRPC6 inh inactive.
C#CCOCCOCCOCCNc1nc(N2CCN(C(=O)[C@H](Cc3cc4ccccc4[nH]3)n3cc([C@@H](N)C(C)CC)nn3)CC2)nc(N2CCN(C(=O)[C@H](CCCCN)n3cc([C@@H](N)CO)nn3)CC2)n1 (some centres not stated) was read as TRPC6 act inactive, TRPC4 PAM inactive, MrgX1 ag inactive, MrgX1 antag inactive, TRPC4 inh inactive, RGS4 block inactive, MrgX1 PAM inactive, TMEM16A inh inactive, TRPC4 agonist inactive and TRPC6 inh inactive.
For Cc1ccc(-c2csc(-c3c[nH]c4ccccc34)n2)cc1 the results were TRPC6 act inactive, TRPC4 PAM inactive, MrgX1 ag inactive, ANO1 activ inactive, MrgX1 antag inactive, TRPC4 inh inactive, RGS4 block inactive, MrgX1 PAM inactive, TMEM16A inh 100*, TRPC4 agonist inactive and TRPC6 inh inactive.
O=C(c1cc2ccccc2o1)N1CCN=C1SCc1cccc(F)c1 was read as TRPC6 act inactive, TRPC4 PAM inactive, MrgX1 ag inactive, ANO1 activ inactive, MrgX1 antag inactive, TRPC4 inh inactive, RGS4 block inactive, MrgX1 PAM inactive, TMEM16A inh inactive, TRPC4 agonist inactive and TRPC6 inh inactive.
Screening CCOC(=O)C1=C(C)NC(=S)NC1c1ccc(-c2cccc(Cl)c2C)o1 (configuration not stated) returned TRPC6 act inactive, TRPC4 PAM inactive, MrgX1 ag inactive, ANO1 activ inactive, MrgX1 antag inactive, TRPC4 inh inactive, RGS4 block inactive, MrgX1 PAM inactive, TMEM16A inh inactive, TRPC4 agonist inactive and TRPC6 inh inactive.
`COCCN(C(=O)COC(=O)CC(C)c1ccccc1)c1c(N)n(Cc2ccccc2)c(=O)[nH]c1=O` (configuration not stated) gave TRPC6 act inactive, TRPC4 PAM inactive, MrgX1 ag inactive, ANO1 activ inactive, MrgX1 antag inactive, TRPC4 inh inactive, RGS4 block inactive, MrgX1 PAM inactive, TMEM16A inh inactive, TRPC4 agonist inactive and TRPC6 inh inactive.
Screening O=C(NC1CCOC1)c1ccc(OC2CCN(CCc3ccccc3)CC2)cc1 (configuration not stated) returned TRPC6 act inactive, TRPC4 PAM inactive, MrgX1 ag inactive, ANO1 activ inactive, MrgX1 antag inactive, TRPC4 inh inactive, RGS4 block inactive, MrgX1 PAM inactive, TMEM16A inh inactive, TRPC4 agonist inactive and TRPC6 inh inactive.
Screening COc1ccc(NC(=S)N2CCN(Cc3ccc(C)cc3)CC2)cc1 returned TRPC6 act inactive, TRPC4 PAM inactive, MrgX1 ag inactive, ANO1 activ inactive, MrgX1 antag inactive, TRPC4 inh inactive, RGS4 block inactive, MrgX1 PAM inactive, TMEM16A inh inactive, TRPC4 agonist inactive and TRPC6 inh inactive.
`Cn1cc(Br)c(C(=O)Nc2sc3c(c2C#N)CCC3)n1` gave TRPC6 act inactive, TRPC4 PAM inactive, MrgX1 ag inactive, ANO1 activ inactive, MrgX1 antag inactive, TRPC4 inh inactive, RGS4 block inactive, MrgX1 PAM inactive, TMEM16A inh inactive, TRPC4 agonist inactive and TRPC6 inh inactive.
`CC1CC2=C(C(=O)O1)C(c1ccccc1)Nc1ccccc1N2` (configuration not stated) gave TRPC6 act inactive, TRPC4 PAM inactive, MrgX1 ag inactive, ANO1 activ inactive, MrgX1 antag inactive, TRPC4 inh inactive, RGS4 block inactive, MrgX1 PAM inactive, TMEM16A inh inactive, TRPC4 agonist inactive and TRPC6 inh inactive.
Cc1nn2c(Nc3ccccc3)c3c(nc2c1-c1ccccc1)CCC3 was read as TRPC6 act inactive, TRPC4 PAM inactive, MrgX1 ag inactive, ANO1 activ inactive, MrgX1 antag inactive, TRPC4 inh inactive, RGS4 block inactive, MrgX1 PAM inactive, TMEM16A inh inactive, TRPC4 agonist inactive and TRPC6 inh inactive.
Screening FC(F)(F)c1nnc2ccc(NCc3ccccc3)nn12 returned TRPC6 act inactive, TRPC4 PAM inactive, MrgX1 ag inactive, ANO1 activ inactive, MrgX1 antag inactive, TRPC4 inh inactive, RGS4 block inactive, MrgX1 PAM inactive, TMEM16A inh inactive, TRPC4 agonist inactive and TRPC6 inh inactive.
CC(C)(C)n1cnnc1Sc1ccc([N+](=O)[O-])cn1 was read as TRPC6 act inactive, TRPC4 PAM inactive, MrgX1 ag inactive, ANO1 activ inactive, MrgX1 antag inactive, TRPC4 inh inactive, RGS4 block inactive, MrgX1 PAM inactive, TMEM16A inh inactive, TRPC4 agonist inactive and TRPC6 inh inactive.
For CCn1cc(CN(C)C(=O)CSc2nc(-c3ccco3)cc(C(F)(F)F)n2)c(C)n1 the results were TRPC6 act inactive, TRPC4 PAM inactive, MrgX1 ag inactive, ANO1 activ inactive, MrgX1 antag inactive, TRPC4 inh inactive, RGS4 block inactive, MrgX1 PAM inactive, TMEM16A inh inactive, TRPC4 agonist inactive and TRPC6 inh inactive.
For Nc1ccccc1NC1=CC(=O)CC(c2ccco2)C1 (configuration not stated) the results were TRPC6 act inactive, TRPC4 PAM inactive, MrgX1 ag inactive, ANO1 activ inactive, MrgX1 antag inactive, TRPC4 inh inactive, RGS4 block inactive, MrgX1 PAM inactive, TMEM16A inh inactive, TRPC4 agonist inactive and TRPC6 inh inactive.
For O=C(c1ccc(C(F)(F)F)cc1)N1CCC(=O)N(C(CO)Cc2ccccc2)CC1 (configuration not stated) the results were TRPC6 act inactive, TRPC4 PAM inactive, MrgX1 ag inactive, ANO1 activ inactive, MrgX1 antag inactive, TRPC4 inh inactive, RGS4 block inactive, MrgX1 PAM inactive, TMEM16A inh inactive, TRPC4 agonist inactive and TRPC6 inh inactive.
`CCOC(=O)C1CCN(c2c(NCCCN3CCN(Cc4ccccc4)CC3)c(=O)c2=O)CC1` gave TRPC6 act inactive, TRPC4 PAM inactive, MrgX1 ag inactive, ANO1 activ inactive, MrgX1 antag inactive, TRPC4 inh inactive, RGS4 block inactive, MrgX1 PAM inactive, TMEM16A inh inactive, TRPC4 agonist inactive and TRPC6 inh inactive.
For N#CC1=C(SCc2ccccc2)NC(=O)CC1c1cccc(O)c1 (configuration not stated) the results were TRPC6 act inactive, TRPC4 PAM inactive, MrgX1 ag inactive, ANO1 activ inactive, MrgX1 antag inactive, TRPC4 inh inactive, RGS4 block inactive, MrgX1 PAM inactive, TMEM16A inh inactive, TRPC4 agonist inactive and TRPC6 inh inactive.

Screens (PubChem)
